# Compound activity from PubChem.
# ATXN viability: cell viability loss in ATXN counter-screen. S2 cells (HEK-293 line with an ATXN2-luciferase reporter) viability, CellTiter-Fluor protease fluorescence, 24 h. Potency, µM (highest dose often 56.7 µM), most hits filed as cytotoxic. 400,000 compounds, 0.49% hits. AID 651635; note: nearly all actives have a fitted effect of over 40% in size
# EPAC2 antag: antagonists of human EPAC2; Q8WZA2; EPAC2 GEF exchange of Rap1B-BODIPY-GDP, fluorescence; Potency, µM (doses to about 114 µM), without a hit: at the highest dose activity, negative = inhibition, actives largely listed as inhibitors; 360,000 compounds, 0.18% hits; AID 720708; note: % is set by controls: 0 for no effect and ±100 for the full control effect; nearly all actives have a fitted effect of over 45% in size; many of its hits are not listed in these tables
# Target sequence (Q8WZA2 whole entry, looked up): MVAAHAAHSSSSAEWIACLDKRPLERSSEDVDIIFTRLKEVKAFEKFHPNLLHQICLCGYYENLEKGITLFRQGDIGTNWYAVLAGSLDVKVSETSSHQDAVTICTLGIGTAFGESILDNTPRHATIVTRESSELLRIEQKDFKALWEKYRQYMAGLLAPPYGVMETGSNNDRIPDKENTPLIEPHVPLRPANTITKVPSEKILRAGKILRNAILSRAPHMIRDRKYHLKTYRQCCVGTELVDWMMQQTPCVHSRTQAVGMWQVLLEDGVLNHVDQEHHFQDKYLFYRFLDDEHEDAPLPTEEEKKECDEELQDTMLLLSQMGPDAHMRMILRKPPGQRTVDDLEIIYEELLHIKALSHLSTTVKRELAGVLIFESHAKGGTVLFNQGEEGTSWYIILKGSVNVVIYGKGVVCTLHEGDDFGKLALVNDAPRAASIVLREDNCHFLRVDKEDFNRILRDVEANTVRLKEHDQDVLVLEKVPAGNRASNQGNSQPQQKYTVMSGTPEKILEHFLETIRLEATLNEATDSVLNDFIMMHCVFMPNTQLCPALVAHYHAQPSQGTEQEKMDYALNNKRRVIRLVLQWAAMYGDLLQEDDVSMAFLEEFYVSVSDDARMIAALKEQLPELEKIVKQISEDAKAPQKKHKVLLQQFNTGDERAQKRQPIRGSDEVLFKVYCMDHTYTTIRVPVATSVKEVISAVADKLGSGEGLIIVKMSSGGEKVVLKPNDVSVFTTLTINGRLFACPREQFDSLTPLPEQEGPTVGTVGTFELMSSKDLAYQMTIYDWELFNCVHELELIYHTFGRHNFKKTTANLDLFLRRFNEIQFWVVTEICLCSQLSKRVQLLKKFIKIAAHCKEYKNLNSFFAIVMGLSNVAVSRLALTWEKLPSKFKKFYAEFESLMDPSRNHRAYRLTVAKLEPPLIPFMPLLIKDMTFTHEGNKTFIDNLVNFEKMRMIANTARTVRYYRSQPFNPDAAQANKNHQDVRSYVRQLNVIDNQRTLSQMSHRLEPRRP
# Nrf2 inh: inhibitors of Nrf2 signaling; A549 ARE-Fluc reporter, luciferase luminescence, 18-24 h; Potency, µM (series often up to 46 µM), without a hit: top-dose activity change, negative = inhibition, hits mostly inhibitors; 360,000 compounds, 2.1% hits; note: % is set by controls: 0 for no effect and ±100 for the full control effect; nearly all actives have a fitted effect of over 60% in size
#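 Two sequential reads on A549 ARE_Fluc cells exposed to compound for 18-24 h: a CellTiter-Fluor fluorescence read for viability, then a luciferase luminescence read for Nrf2/ARE activity.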
# Nrf2 ARE act: activates Nrf2 signaling. AREc32 ARE-luciferase reporter (MCF7-derived line), luminescence, 24 h. AID 624171. Potency, µM (series often up to 46.1 µM), without a hit: at the top dose activation, usual class: activators. 410,000 compounds, 0.31% hits; note: % of control where 0% means no effect; nearly all actives have a fitted effect of over 65% in size
#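 Luciferase luminescence (Steady-Glo, 30 min at room temperature) served as the read-out of ARE activation in AREc32 cells treated with compounds for 24 hr at 37 deg C.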
# TGFb SMAD3 inh: blocks TGF-b signaling | HepG2 CAGA-GFP TGF-b/SMAD3 reporter, GFP fluorescence, 18 h; TGF-beta stimulated, 500 pg/mL final | Potency, µM (titrated, usually from 46.1 µM), without a hit: at the highest dose activity, negative = inhibition, usual class: inhibitors | 410,000 compounds, 1.2% hits | AID 588855; note: % is set by controls: 0 for no effect and ±100 for the full control effect; nearly all actives have a fitted effect of over 65% in size
#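 HEPG2 CAGA-GFP cells (1000/well, DMEM with 1% FBS) were pre-incubated 2 h at 37 degrees C, given compound by pin tool, then stimulated with TGF-beta at 500 pg/mL final for 18 h before per-cell GFP fluorescence imaging.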
# A549 tox: A549 cytotoxicity, counter-screen for Nrf2 inhibitors; A549 ARE-Fluc cells, CellTiter-Fluor viability, 18-24 h; Potency, µM (doses to about 46 µM), inactives show at the highest dose activity change, negative = cytotoxicity, actives largely listed as inhibitors; 390,000 compounds, 0.16% hits; AID 504648; note: % is set by controls: 0 for no effect and ±100 for the full control effect
#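 A549 ARE-Fluc cells in 5% FBS OPTI-MEM, 5000 cells/well, rested 2 h then exposed to compounds in concentration-response for 18-24 h at 37 °C. Viability by CellTiter-Fluor fluorescence (Ex 405/Em 525) after 30 min; luciferase luminescence (BugLite, 15 min, RT) read afterwards.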
# HepG2 tox: kills HepG2 cells in TGF-b inhibitor counter-screen; AID 588856; 410,000 compounds, 0.76% hits; Potency, µM (highest dose often 46.1 µM), inactives show at the highest dose activity change, negative = cytotoxicity, hits mostly cytotoxic; HepG2 CAGA-GFP viability, ATP luminescence, 18 h; note: some results filed as inactive show a strong effect at the top dose
#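 HepG2 CAGA-GFP cells (1000/well, DMEM with 1% FBS) received compound, then TGF-beta at 500 pg/mL final, and were incubated 18 hours at 37 degrees C. Viability was read by CellTiter-Glo luminescence. Media-only wells were set as complete cell-killing and DMSO as no toxicity.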
# MCF10A rerep: DNA re-replication induction in MCF 10a cells. Potency, µM (series often up to 46.1 µM), without a hit: top-dose activity, positive = re-replication, usual class: activators. AID 624296. 350,000 compounds, 2.9% hits. MCF 10A DNA re-replication, Hoechst nuclear intensity, 48 h; note: % of control where 0% means no effect; nearly all actives have a fitted effect of over 50% in size
# ATXN2 expr inh: ATXN2 expression inhibition. HEK-293 ATXN2-luciferase reporter, luminescence, 24 h. AID 1745845. 360,000 compounds, 0.72% hits. Potency, µM (series often up to 57 µM), without a hit: top-dose activity change, negative = inhibition, hits mostly inhibitors; note: % is set by controls: 0 for no effect and ±100 for the full control effect; nearly all actives have a fitted effect of over 55% in size
#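 ATXN2-luciferase reporter cells (luciferase flanked by upstream and downstream ATXN2 gene portions) were treated 24 h at 37 °C with compounds at up to 57 uM. SteadyGlo luminescence gave expression; GF-AFC fluorescence gave viability.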
# * marks the source's active call; other numbers are inactive results; i = inactive; ? = inconclusive; . = no result given; & = joins results of further samples; [ ] = another dose, or the depositor's remark. Calls come from the whole dose curve; as a rule, active = well fitted curve in the direction sought with a large enough effect; inconclusive = small, poorly fitted or top-dose-only effect, or another doubt; inactive = no such curve, though single readings can be large; an effect the other way counts as inactive or inconclusive. Potency is the fitted concentration of half-maximal effect.
no. | SMILES | ATXN viability | EPAC2 antag | Nrf2 inh | Nrf2 ARE act | TGFb SMAD3 inh
1 | COC(=O)C(CC(C)C)NC(=O)c1ccc(F)cc1 (configuration not stated) | i | 3.2% | 9.5% | 3.4% | -1.3%
2 | CCCCC1NC(C(=O)O)CS1 (configuration not stated) | i | -0.3% | -4.5% | -0.2% | -20.9%
3 | CC1=CC2=NC(=O)/C(=C\c3cc(C)n(-c4cccc(Cl)c4)c3C)C(=N)N2O1 | i | -1.2% | -28.9% | 0.4% | 20.9%
4 | CC(OC(=O)CCCNC(=O)c1ccc(Cl)cc1)C(=O)N(C)Cc1ccccc1 (configuration not stated) | i | 0.7% | -16.5% | -0.2% | 0.0%
5 | Cn1c(=O)n(C/C=C/c2ccccc2)c(=O)c2c1nc1n2CCN1c1ccc(Cl)cc1 | . | . | -0.9% | -0.3% | -3.6%
6 | COC(=O)[C@H]1C[C@@]2(O)CN(S(=O)(=O)c3ccc(C)cc3)C[C@@]2(OC(=O)Nc2c(C)noc2C)C[C@H]1C(=O)OC | i | -8.1% | . | -0.3% | -3.8%
7 | CC1CCCCC1NC(=O)c1ccc(S(=O)(=O)N2CCCC2)cc1 (configuration not stated) | i | -4.2% | . | -0.8% | -29.0%
8 | CCOC(=O)c1cc2c(=O)n3cccc(C)c3nc2n(Cc2ccco2)c1=NC(=O)c1ccccc1 | i | -0.4%&3.6% | -0.5%&-18.1% | 0.3%&-0.3% | -6.7%&-9.0%
9 | O=C(NC1(C(F)(F)F)NC(=O)N(c2ccccc2)C1=O)c1cccs1 (configuration not stated) | i | 6.7% | -18.5% | -0.6% | 8.7%
10 | CC(=O)N1CCc2c(sc(NC(=O)C3CCCN3S(=O)(=O)c3cccs3)c2C(N)=O)C1 (configuration not stated) | i | -6.7% | ? | 2.9% | 28.3%
11 | Cc1ccc(Cn2c(=O)n(-c3ccc(C)c(C)c3)c(=O)c3c(C)c(C)sc32)cc1 | i | . | 18.8%[9.27 µM] | -0.5% | -2.9%
12 | Cc1ccc(Nc2c([N+](=O)[O-])cc(C(=O)N3CC(=O)Nc4ccccc43)cc2[N+](=O)[O-])c(C)c1 | i | -13.0% | ? | 3.9% | ?

no. | A549 tox | HepG2 tox | MCF10A rerep | ATXN2 expr inh
1 | -1.6% | -13.0% | 0.6% | -8.4%
2 | 1.1% | -6.4% | 0.4% | -13.1%
3 | -0.3% | 0.8% | 16.6% | -9.0%
4 | -2.5% | 1.2% | 4.5% | -9.7%
5 | -3.3% | 4.4% | . | .
6 | . | -2.5% | . | 11.8%
7 | -5.1% | 7.1% | 1.7% | 6.1%
8 | -2.7%&3.6% | -6.4%&-8.2% | 8.2µM* | -8.6%&1.3%
9 | -1.1% | 7.8% | -78.4%[inhibitor] | -6.1%
10 | -6.6% | 0.0% | 3.8% | -11.6%
11 | -6.8% | -2.3% | . | 5.5%
12 | -29.6% | 1.5% | -7.0% | -8.5%

# Overlap with the part before: 4 compounds, followed by the next part.
no. | SMILES | ATXN viability | EPAC2 antag | Nrf2 inh | Nrf2 ARE act | TGFb SMAD3 inh
9 | O=C(NC1(C(F)(F)F)NC(=O)N(c2ccccc2)C1=O)c1cccs1 (configuration not stated) | i | 6.7% | -18.5% | -0.6% | 8.7%
10 | CC(=O)N1CCc2c(sc(NC(=O)C3CCCN3S(=O)(=O)c3cccs3)c2C(N)=O)C1 (configuration not stated) | i | -6.7% | ? | 2.9% | 28.3%
11 | Cc1ccc(Cn2c(=O)n(-c3ccc(C)c(C)c3)c(=O)c3c(C)c(C)sc32)cc1 | i | . | 18.8%[9.27 µM] | -0.5% | -2.9%
12 | Cc1ccc(Nc2c([N+](=O)[O-])cc(C(=O)N3CC(=O)Nc4ccccc43)cc2[N+](=O)[O-])c(C)c1 | i | -13.0% | ? | 3.9% | ?
13 | CC(Sc1ncccn1)C(=O)NC1(C#N)CCCCC1 (configuration not stated) | i | 3.2% | 3.0% | -0.2% | 5.5%
14 | CN(C)/C=C1\Cc2ccccc2C1=O | i | 8.3% | -2.7% | ? | 10.0%
15 | O=C(NCC(=O)N1CCN(Cc2ccccc2)CC1)c1ccc(Br)o1 | i | 4.8% | 16.2% | 0.0% | 0.0%
16 | COc1ccc(Cl)cc1-c1n[nH]c(=S)n1C | i | 5.7% | . | 0.1% | 9.2%
17 | Cc1ccc(SC[C@H](Cc2ccccc2)N2CCN(CC(C)C)CCC2=O)cc1 | i | -17.4% | ? | 5.6% | ?
18 | COc1cc(CNc2nccn3ccnc23)cc(OC)c1 | ? | -5.9% | . | 13.0% | 6.8%
19 | COC(=O)c1ccc(COC(=O)CNC(=O)c2cccs2)cc1 | i | -12.1% | 4.1% | 0.7% | -3.1%
20 | COc1cc(OC)cc(N(C(=O)CNC(=O)c2cccs2)C(C(=O)NCC2CCCO2)c2ccc(OC)c(OC)c2)c1 (configuration not stated) | i | -0.9% | 4.5% | 0.7% | -2.7%
21 | C[C@]12C(=O)N(c3ccc(C(F)(F)F)cc3)C(=O)N1[C@H]1c3ccccc3OC[C@@H]1[C@H]2c1ccccc1 | i | 8.2% | -3.3% | -0.2% | -4.2%
22 | C/C(=N\Nc1nccnc1Cl)c1ccc(O)cc1 | i | 3.8% | 28.3% | 22.6% | 0.0%
23 | CCC(Sc1nncn2c1cc1oc(C)cc12)C(=O)Nc1ccc(F)cc1 (configuration not stated) | . | . | ? | 9.1% | .
24 | N=c1c(C(=O)NCC2CCCO2)cc2c(=O)n3ccccc3nc2n1Cc1ccco1 (configuration not stated) | i | 4.8% | 3.5% | 0.0% | -0.2%

no. | A549 tox | HepG2 tox | MCF10A rerep | ATXN2 expr inh
9 | -1.1% | 7.8% | -78.4%[inhibitor] | -6.1%
10 | -6.6% | 0.0% | 3.8% | -11.6%
11 | -6.8% | -2.3% | . | 5.5%
12 | -29.6% | 1.5% | -7.0% | -8.5%
13 | -4.7% | -2.8% | -1.2% | 15.3%
14 | 0.7% | -10.4% | 1.1% | -10.1%
15 | -0.9% | 0.5% | -0.5% | 5.7%
16 | -1.8% | 8.3% | ? | -6.8%
17 | -9.9% | -16.7% | ? | 5.0%
18 | . | -16.8% | . | 2.8%
19 | 13.1% | -2.0% | 0.4% | -15.6%
20 | 11.2% | -14.9% | 1.1% | 7.2%
21 | ? | -0.1% | -1.6% | 32.7%[activator]
22 | -5.6% | -33.6% | 8.9% | 4.0%
23 | -1.9% | -22.4% | . | .
24 | -7.6% | -3.4% | ? | -5.2%

# (listing goes on)
no. | SMILES | ATXN viability | EPAC2 antag | Nrf2 inh | Nrf2 ARE act | TGFb SMAD3 inh
25 | CSc1nnc(NC(=O)c2ccc(S(=O)(=O)N(C)C)cc2)s1 | i | 1.9% | ? | 1.8% | 21.1%
26 | O=C(CSc1nc2ccccc2[nH]1)Nc1cccc(S(=O)(=O)N2CCOCC2)c1 | i | 0.0% | ? | -0.1% | -25.2%
27 | C#CCSc1nnnn1-c1ccc(OCC)cc1 | i | 23.0% | 5.7% | 0.7% | -15.9%
28 | O=C(NCc1ccncc1)C1CCCN1S(=O)(=O)c1ccc(Cl)cc1 (configuration not stated) | i | 3.0% | -28.0% | 0.1% | 1.4%
29 | CCC(=O)c1ccc(NC(C)=O)cc1O | i | -8.0% | 20.4% | 0.6% | 5.1%
30 | O=C(Cn1nc(C(F)F)cc1C(F)F)NNC(=S)Nc1ccc([N+](=O)[O-])cc1 | i | -11.6% | 18.3% | 3.0% | 0.9%
31 | COc1cc(NC(=S)N2CCN(C(=O)C3CCCO3)CC2)c(OC)cc1Cl (configuration not stated) | ? | 17.6% | 2.3% | 1.0% | 0.8%
32 | COCCCN1C(=O)c2[nH]nc(-c3ccccc3O)c2C1c1ccc(Cl)cc1 (configuration not stated) | ? | -6.8% | 12.1% | 7.9% | 0.0%
33 | CCCn1c(SC(C(=O)Nc2cccc(OC)c2)c2ccccc2)nc2ccccc2c1=O (configuration not stated) | i | -2.7% | 7.9% | -0.8% | 3.9%
34 | CCOCCCNC(=O)C(c1ccc(Cl)cc1)N1CCN(c2ccccc2)CC1 (configuration not stated) | i | -16.6% | 17.7% | -0.3% | -1.5%
35 | Cc1ccc(S(=O)(=O)N2CCC(C(=O)C3C(=O)CC(C)(C)CC3=O)CC2)cc1 | i | 5.1% | -4.7% | -0.6% | -12.0%
36 | N#CC(c1ccccc1)C(CC(=NO)c1ccccc1)c1ccccc1 (configuration not stated) | ? | ? | . | -0.6% | ?

no. | A549 tox | HepG2 tox | MCF10A rerep | ATXN2 expr inh
25 | -6.9% | -12.6% | -7.7% | .
26 | ? | 7.1% | ? | .
27 | 0.8% | 10.3% | 0.1% | 22.8%
28 | 9.5% | -8.0% | -6.3% | -21.7%
29 | 14.6% | 11.3% | -0.8% | .
30 | 0.9% | -11.5% | -15.8% | 2.0%
31 | -9.5% | 3.3% | -0.9% | .
32 | 0.1% | -35.9% | ? | -13.9%
33 | -1.8% | 4.1% | 0.8% | 0.6%
34 | -2.5% | -1.7% | -3.9% | 2.3%
35 | -4.4% | -10.6% | 19.9% | 6.1%
36 | . | -42.0% | . | .

# (continued)
no. | SMILES | ATXN viability | EPAC2 antag | Nrf2 inh | Nrf2 ARE act | TGFb SMAD3 inh
37 | CCOC(=O)c1cnc(SCCc2ccccc2)nc1N | i | -11.7% | ? | 2.9% | -0.1%
38 | CC1CN(C(=O)Nc2ccc3c(c2)OCO3)CC(C)O1 (configuration not stated) | i | 14.8% | 30.0% | 2.2% | -19.1%
39 | CCC(Oc1ccccc1)C(=O)Nc1ccc(S(=O)(=O)N2CCOCC2)cc1 (configuration not stated) | ? | -1.2% | -15.2% | -0.4% | 2.5%
40 | Cc1c(C(=O)NCc2ccc(N(C)C)cc2)oc2c1-c1nn(Cc3cccc(Cl)c3)cc1CC2 | . | . | -1.7% | 0.2% | -24.9%

no. | A549 tox | HepG2 tox | MCF10A rerep | ATXN2 expr inh
37 | -3.9% | -14.6% | 2.2% | 79.1%[activator]
38 | -10.4% | 0.3% | -5.5% | 63.2%[activator]
39 | 0.3% | 2.1% | -7.9% | -10.5%
40 | -1.5% | -4.0% | . | .

# A portion of the library, so the mix of outcomes need not match the whole.
